Tb PYK inh = inhibitors of Trypanosoma brucei pyruvate kinase. TbPYK enzyme, Kinase-Glo Plus ATP luminescence, 45 min. Potency, µM (series often up to 76.8 µM), without a hit: at the top dose activity, negative = inhibition, actives largely listed as inhibitors. 410,000 compounds, 0.12% hits; further: potency means the concentration at half of the fitted maximal effect; on the % scale 0 is the no-effect control and ±100 the full control effect; nearly all actives have a fitted effect of over 50% in size
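Luminescent Kinase-Glo Plus end-point after 45 min room-temperature reaction of T. brucei pyruvate kinase started with 130 uM ADP (final). Buffer TEA 50 mM pH 7.2 with KCl, MgCl2, BSA, Tween-20; titration-based qHTS with fitted concentration-effect curves.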
AMA1-RON2 inh = disrupts binding of P. falciparum AMA1 to RON2 | 360,000 compounds, 0.2% hits | Potency, µM (series often up to 58.2 µM), for the others: top-dose activity change, negative = inhibition, usual class: inhibitors | AID 720542 | AlphaScreen AMA1-biotinylated RON2 peptide binding;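 further: potency means the concentration at half of the fitted maximal effect; 0% = vehicle wells and -100% = peptide control; nearly all actives have a fitted effect of over 45% in size; some results filed as inactive show a strong effect at the top dose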
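AMA1 (3D7) with his tag at 25 nM final met compounds first, then biotinylated RON2 peptide at 25 nM; detection used donor plus acceptor beads, 10 µg/mL apiece, read by AlphaScreen after 30 min at room temperature.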
Cycloheximide cs = counter-screen for Shiga toxin inhibitors: cycloheximide protein synthesis inhibition; cell reporter, cycloheximide protein synthesis inhibition counterscreen; max response, %; 300,000 compounds, 12% hits; in the data active means max response mostly above about 13%, no sharp cut-off; inactive means mostly below about 14%; further: read at 38.3 µM for the half of the compounds with a filed dose; 0% is about no effect
Pf growth 48h = inhibits P. falciparum growth in the first generation, 48 h; AID 504832; P. falciparum luciferase growth in erythrocytes, 48 h; Potency, µM (highest dose often 28.7 µM), for the others: top-dose activity change, negative = inhibition, usual class: inhibitors; 310,000 compounds, 5.9% hits; further: potency means the concentration at half of the fitted maximal effect; on the % scale 0 is the no-effect control and ±100 the full control effect
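Luciferase-expressing parasites in RBCs, 2% Hct / 0.1% parasitemia final; RPMI 1640 + 0.5% Albumax; 37 C, 5% CO2, one generation; luminescence read-out, lower signal = inhibition.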
LmPK inhibitor = blocks Leishmania mexicana pyruvate kinase activity. 290,000 compounds, 0.37% hits. Potency, µM (series often up to 57.5 µM), inactives show at the highest dose activity change, negative = inhibition, most hits filed as inhibitors. purified LmPK, Kinase-Glo ATP luminescence, 1 h. Q27686; further: potency means the concentration at half of the fitted maximal effect; on the % scale 0 is the no-effect control and ±100 the full control effect
Target sequence (Q27686 whole entry, looked up): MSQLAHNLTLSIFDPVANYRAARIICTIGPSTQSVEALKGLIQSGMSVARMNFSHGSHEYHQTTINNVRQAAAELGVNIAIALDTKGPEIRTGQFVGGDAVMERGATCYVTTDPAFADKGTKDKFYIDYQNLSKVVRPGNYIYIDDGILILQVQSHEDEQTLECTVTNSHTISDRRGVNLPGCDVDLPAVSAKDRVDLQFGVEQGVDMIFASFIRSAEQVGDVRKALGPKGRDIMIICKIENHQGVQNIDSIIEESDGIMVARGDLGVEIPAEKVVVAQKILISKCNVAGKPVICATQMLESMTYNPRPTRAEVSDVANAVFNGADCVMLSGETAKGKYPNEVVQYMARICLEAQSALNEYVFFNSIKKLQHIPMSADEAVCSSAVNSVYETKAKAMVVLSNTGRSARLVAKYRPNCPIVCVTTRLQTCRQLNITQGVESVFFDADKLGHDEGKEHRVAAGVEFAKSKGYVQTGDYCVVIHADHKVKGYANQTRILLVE
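Pyruvate kinase activity monitored as ATP production (luciferase luminescence). Conditions: 0.1 nM enzyme, 0.5 mM PEP, 0.1 mM ADP, 1 h, RT; normalized against uninhibited and no-enzyme wells.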
Pf growth 96h = P. falciparum growth inhibition at 96 hour, primary screen for plastid delayed-death inhibitors. 320,000 compounds, 6.9% hits. P. falciparum luciferase reporter growth, 96 h. AID 504834. Potency, µM (series often up to 28.7 µM), without a hit: at the top dose activity change, negative = inhibition, hits mostly inhibitors; further: potency means the concentration at half of the fitted maximal effect; on the % scale 0 is the no-effect control and ±100 the full control effect
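P. falciparum expressing integrated firefly luciferase grown in erythrocytes (2% hematocrit, 0.05% parasitemia final) with compounds for 96 hours at 37 C, 5% CO2. Growth inhibition read as loss of luminescence after adding luciferase detection reagent.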
Shiga toxin inh = blocks Shiga toxin action in Vero cells; inhibition, % at 38.7 µM; 290,000 compounds, 9.2% hits; Vero cells, Shiga toxin protein synthesis inhibition reporter; in the data active means inhibition mostly above about 28%, no sharp cut-off; inactive means mostly below about 43%; further: 0% is about no effect
An asterisk follows results filed as active; ? = inconclusive; . = not tested or not shown; [ ] = another dose, or the depositor's remark. Unless noted, the call rests on the fitted dose curve; in most records, active means well fitted curve in the direction sought with a large enough effect; inconclusive means small, poorly fitted or top-dose-only effect, or another doubt; inactive means no such curve, though single readings can be large; an effect the other way counts as inactive or inconclusive.

Assay codes: A = Tb PYK inh; B = AMA1-RON2 inh; C = Cycloheximide cs; D = Pf growth 48h; E = LmPK inhibitor; F = Pf growth 96h; G = Shiga toxin inh
> Cc1nonc1NC(=O)N1CCCC1
  A = -1%; B = 4%; C = -1; D = 19%; E = 0%; F = 48%[activator]; G = -10

> O=C(CS(=O)(=O)Cc1ccccc1)Nc1ccc(S(=O)(=O)N2CCCCCC2)cc1
  A = 8%; B = -10%; C = -2; D = ?; E = 7%; F = -11%; G = 21

> Cc1ccc(CN2CCC(N3CC(C)OC(C)C3)CC2)cc1 (centres undefined)
  A = 5%; B = -24%; C = -1; D = 14%; E = -5%; F = 32%[activator]; G = -9

> Cc1cccc(NC(=O)c2oc3ccc(S(=O)(=O)N4CCOCC4)cc3c2C)c1C
  A = -8%; B = 9%; C = -2; D = 4.7µM*; E = -3%; F = -23%; G = -1

> Cc1ccccc1-n1cnc2cc(NCc3cccs3)ccc21
  A = -16%; B = ?; C = 12; D = ?; E = -3%; F = ?; G = 45

> COc1ccc(OC)c(C(c2nnnn2CCC(C)C)N2CCN(C(=O)c3ccco3)CC2)c1 (centres undefined)
  A = -7%; B = -15%; C = -7; D = ?; E = 8%; F = -19%; G = 20

> O=C(CSc1nnc(C23CC4CC(CC(C4)C2)C3)o1)Nc1ccc(N2CCOCC2)c(Cl)c1
  A = 0%; B = 3%; C = -4; D = 4%; E = 4%; F = -1%; G = -6

> Cc1c(OCC(=O)N2CCC(C(N)=O)CC2)ccc2c3c(c(=O)oc12)CCC3
  A = -2%; B = 1%; C = -4; D = 0%; E = -7%; F = ?; G = -7

> CCOc1cc(NS(=O)(=O)c2ccc(NC(C)=O)cc2)c(OCC)cc1NC(=O)c1cccs1
  A = 4%; B = -10%; C = -1; D = -4%; E = 3%; F = 5%; G = -1

> Cn1c(CNC(=O)CCNC(=O)c2ccc(Br)cc2)cc(=O)n(C)c1=O
  A = -4%; B = 1%; C = -8; D = 17%; E = -7%; F = ?; G = 12

> COc1cc(OC)cc(-c2c(-c3cccs3)c3cc(Br)ccc3n2C)c1
  A = -2%; B = -1%; C = .; D = ?; E = .; F = ?; G = .

> O=C(NC(=S)Nc1ccc(Cl)c(C(=O)O)c1)c1ccco1
  A = -2%; B = -13%; C = 1; D = ?; E = -4%; F = -25%; G = -5

> Cc1cc(C)cc(Oc2nc3ccccn3c(=O)c2/C=C(\C#N)C(=O)NC2CCS(=O)(=O)C2)c1 (centres undefined)
  A = 2%; B = 14%; C = -3; D = ?; E = 4%; F = -17%; G = 23

> CCS(=O)(=O)N1CCC(NC(C)=O)(c2ccccc2)CC1
  A = -1%; B = -14%; C = -7; D = 0%; E = -3%; F = -19%; G = -10

> Cc1ccc(C(CNS(=O)(=O)c2cc(F)ccc2F)N2CCN(C)CC2)cc1 (centres undefined)
  A = 9%; B = -4%; C = .; D = ?; E = .; F = -2%; G = .

Further entries follow.
Assay codes: A = Tb PYK inh; B = AMA1-RON2 inh; C = Cycloheximide cs; D = Pf growth 48h; E = LmPK inhibitor; F = Pf growth 96h; G = Shiga toxin inh
> Cc1cc(C)n(CCNC(=O)C2CCC(=O)N(CCc3cccc(F)c3)C2)n1 (centres undefined)
  A = -3%; B = 9%; C = 6; D = 4%; E = -9%; F = 29%; G = -23

> Cc1cccc(NC(=S)NC(=O)C2CC2)c1
  A = .; B = .; C = 45*; D = -13%; E = 1%; F = ?; G = 35*

> N#C/C(=C\c1ccccc1OCc1ccc(C(=O)O)cc1)c1ccccc1
  A = -7%; B = 11%; C = 1; D = 17%; E = 11%; F = ?; G = 15

> COc1ccc(/C=N/n2c(-c3n[nH]c4c3CCC4)n[nH]c2=S)cc1OC
  A = ?; B = 7%[2.32 µM]; C = 1; D = -25%; E = -8%; F = -12%; G = -8

> COc1ccc(Cc2nc3ccccc3[nH]2)cc1OC
  A = 6%; B = -8%; C = 1; D = 20%; E = 0%; F = ?; G = -6

> O=S(=O)(c1ccc(Cl)cc1)N1CCN(C2CCCCCC2)CC1
  A = -1%; B = 15%; C = -5; D = -3%; E = 0%; F = .; G = 4

> O=C(OC1CCOC1=O)c1ccc2ccccc2n1 (centres undefined)
  A = 7%; B = 4%; C = -2; D = -13%; E = -2%; F = 13%; G = 2

> COc1ccc(Cl)cc1NC(=O)CN(C)C1CCS(=O)(=O)C1 (centres undefined)
  A = 0%; B = 3%; C = .; D = ?; E = .; F = ?; G = .

> CC12CCC(C(=O)N(CCCCN3CCN(Cc4ccccc4)CC3)C1=O)C2(C)C (centres undefined)
  A = 2%; B = -5%; C = -2; D = -4%; E = 0%; F = -21%; G = 2

> COc1ccc(-c2cc(C(=O)N3CCN(C(c4ccccc4)c4ccccc4)CC3)no2)cc1OC
  A = 2%; B = -7%; C = 2; D = 7.4µM*; E = 3%; F = -7%; G = 25

> Cc1ccc(C(=O)OC2OC(=O)C(Cl)=C2N2CCOCC2)cc1 (centres undefined)
  A = -8%; B = -14%; C = -2; D = 3%; E = 1%; F = 42%[activator]; G = -7

> Cc1ccc(C)c(OCC(=O)Nc2cc(NC(=O)COc3cc(C)ccc3C)cc(C(=O)O)c2)c1
  A = -13%; B = -16%; C = -2; D = 15%; E = -6%; F = 8.3µM*; G = 13

> O=C1C2C3c4ccccc4C(c4ccccc43)C2C(=O)N1c1ccncc1 (centres undefined)
  A = 0%; B = -1%; C = 8; D = -16%; E = 9%; F = ?; G = -3

> CC(=O)Nc1ccc(S(=O)(=O)NCc2cccnc2)cc1
  A = 5%; B = 13%; C = -4; D = 8%; E = -4%; F = ?; G = -6

> COCC(=O)Nc1ccc(Br)cc1
  A = -11%; B = -6%; C = -1; D = 25%; E = -1%; F = .; G = 30

2 compounds drawn at random from those above, as already listed:
Assay codes: A = Tb PYK inh; B = AMA1-RON2 inh; C = Cycloheximide cs; D = Pf growth 48h; E = LmPK inhibitor; F = Pf growth 96h; G = Shiga toxin inh
> COc1ccc(/C=N/n2c(-c3n[nH]c4c3CCC4)n[nH]c2=S)cc1OC
  A = ?; B = 7%[2.32 µM]; C = 1; D = -25%; E = -8%; F = -12%; G = -8

> Cc1cccc(NC(=S)NC(=O)C2CC2)c1
  A = .; B = .; C = 45*; D = -13%; E = 1%; F = ?; G = 35*

Whole records as entered above.
COc1ccc(Cc2nc3ccccc3[nH]2)cc1OC reads Tb PYK inh: 6%; AMA1-RON2 inh: -8%; Cycloheximide cs: 1; Pf growth 48h: 20%; LmPK inhibitor: 0%; Pf growth 96h: ?; Shiga toxin inh: -6
O=C(OC1CCOC1=O)c1ccc2ccccc2n1 (centres undefined) reads Tb PYK inh: 7%; AMA1-RON2 inh: 4%; Cycloheximide cs: -2; Pf growth 48h: -13%; LmPK inhibitor: -2%; Pf growth 96h: 13%; Shiga toxin inh: 2
CC(=O)Nc1ccc(S(=O)(=O)NCc2cccnc2)cc1 reads Tb PYK inh: 5%; AMA1-RON2 inh: 13%; Cycloheximide cs: -4; Pf growth 48h: 8%; LmPK inhibitor: -4%; Pf growth 96h: ?; Shiga toxin inh: -6

Next part:
Assay codes: A = Tb PYK inh; B = AMA1-RON2 inh; C = Cycloheximide cs; D = Pf growth 48h; E = LmPK inhibitor; F = Pf growth 96h; G = Shiga toxin inh
> O=C(CSc1nc2ccccc2s1)N/N=C/c1ccccc1C(=O)O
  A = 4%; B = 87%[activator]; C = 52*; D = 312%[activator]; E = 5%; F = 325%[activator]; G = 91*

> CCCCCCCOC1(c2ccccc2)OC(=O)c2ccccc21 (centres undefined)
  A = -14%; B = 41%[activator]; C = -3; D = ?; E = 1%; F = 6.6µM*; G = 18

> CC(=O)Nc1cccc(NC(=O)c2c(-c3c(Cl)cccc3Cl)noc2C)c1
  A = -5%; B = 5%; C = -5; D = ?; E = 4%; F = ?; G = -12

> O=C(O)CC(c1cccc2ccccc12)N1Cc2ccccc2C1=O (centres undefined)
  A = -15%; B = -17%; C = -4; D = ?; E = -4%; F = ?; G = 17

> Cn1cnnc1SCC(=O)N1CCc2ccccc21
  A = 0%; B = -11%; C = -2; D = 7%; E = -5%; F = .; G = -29

> CC(=O)c1ccc(OC(C)C)c(CN2CCCCC2)c1
  A = 0%; B = 0%; C = -6; D = 6%; E = 5%; F = 14%[5.75 µM]; G = -13

> O=C(Nc1ccccc1N1CCCC1)c1cccc(Cl)c1Cl
  A = 3%; B = -18%; C = 1; D = -16%; E = -1%; F = 0%; G = 1

> O=C(COC(=O)C1CCN(S(=O)(=O)c2cccs2)CC1)NCc1ccccc1
  A = 1%; B = 7%; C = -2; D = -27%; E = -1%; F = 15%; G = -16

> Cc1ccc(C(=O)c2cc([N+](=O)[O-])ccc2N2CCCCC2)cc1
  A = -6%; B = -20%; C = -3; D = ?; E = 2%; F = 35%[activator]; G = -4

> COc1ccc(NC(=O)c2ccc3c(c2)NC(=O)CO3)cc1OC
  A = -3%; B = 15%; C = 7; D = 27%; E = 5%; F = ?; G = 18

> CN1CCN(C(=O)C(Cc2ccccc2)NS(=O)(=O)c2ccc3c(c2)CCC(=O)N3)CC1 (centres undefined)
  A = 3%; B = 0%; C = 0; D = .; E = 6%; F = -10%; G = -10

> Cc1cc(C(=O)CSc2nc(N)cc(=O)[nH]2)c(C)n1CCc1ccc(Cl)cc1
  A = 6%; B = 1%; C = 5; D = ?; E = 2%; F = .; G = -20

> Cc1ccc(CNC(=O)CSc2nnnn2C)cc1
  A = .; B = 16%; C = 0; D = 32%[activator]; E = 2%; F = 147%[activator]; G = 49

> CN(C)c1ccc(C(=O)OCC(=O)Nc2ccc(S(N)(=O)=O)cc2)cc1
  A = 4%; B = ?; C = 12; D = -10%; E = 5%; F = 2%; G = 2

> CCC(CC)C(=O)Nc1nnc(-c2cccs2)s1
  A = -17%; B = -2%; C = 21*; D = 51%[activator]; E = 3%; F = -58%; G = 57

The list goes on.
Assay codes: A = Tb PYK inh; B = AMA1-RON2 inh; C = Cycloheximide cs; D = Pf growth 48h; E = LmPK inhibitor; F = Pf growth 96h; G = Shiga toxin inh
> Cc1ccc2c(c1)Oc1ccc(NC(=O)CCCl)cc1C(=O)N2
  A = -5%; B = 11%; C = -4; D = ?; E = 3%; F = 0.29µM*; G = -7

> Cc1ccc(CNC(=O)c2ccc(C#CC(C)(C)O)s2)cc1
  A = 7%; B = -2%; C = 14; D = .; E = 8%; F = ?; G = 36

> COc1cc(C)nc(N2CCC(C(N)=O)CC2)n1
  A = 1%; B = 3%; C = -3; D = 9%; E = -7%; F = 9.3µM*; G = -11

> CC(=O)c1cccc(NC(=S)N2CCN(S(C)(=O)=O)CC2)c1
  A = -13%; B = 15%; C = 3; D = -8%; E = -9%; F = 48%[activator]; G = -3

> O=C(Nn1cnc2ccccc2c1=O)c1ccccc1F
  A = 8%; B = 7%; C = 11*; D = 29%; E = -4%; F = 0%; G = 40

> Cc1cc(C(=O)OCC(=O)NC(=O)c2cccn2C)c2ccccc2n1
  A = 0%; B = -1%; C = -2; D = 12%; E = 1%; F = 2%; G = 0

> COc1ccc(N2CCN(C(c3nnnn3CCc3ccccc3)C(C)C)CC2)cc1 (centres undefined)
  A = -9%; B = -1%; C = -5; D = -66%; E = 4%; F = -16%; G = -14

> CC(Oc1cccc(Cl)c1)C(=O)NCCCCc1ccccc1 (centres undefined)
  A = -4%; B = -4%; C = -2; D = 7%; E = 1%; F = ?; G = -15
